Screening data from PubChem BioAssay.
eIF4E 4G PPI: blocks eIF4E binding to eIF4G; P63073+Q04637; TR-FRET eIF4E-eIF4GI(517-606) binding, 2 h; inhibition, % at 21.7 µM; 0.37% of 220,000 active;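 active = inhibition above about 30%, limit read from the data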;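 note: 0% = full FRET control wells and 100% = background wells lacking eIF4GI fragment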
Mdm2 ligase inh: Mdm2 E3 ligase (human) inhibition. cell-based MDM2 ubiquitination luciferase reporter, 2 h; 0 = plate control, 100 = twice control, blank-subtracted. 0.11% of 210,000 active. signal enhancement, % at 5 µM. Q00987;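 active = signal enhancement of 30% or more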;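 note: luminescence tracks abundance of the self-degrading MDM2-luciferase fusion protein; higher signal means inhibition of MDM2 E3 ligase activity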
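Test system: mammalian cells stably expressing self-ubiquitinating, self-degrading MDM2 E3–luciferase fusion; Amount: 2000 cells in each well; Medium: DMEM; Schedule: 4 h settle plus 2 h compound, 37 °C; Technique: SteadyLite luciferase luminescence after 15 min room-temperature reagent incubation; Benchmarks: plate control and blank wells.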
PERK inhibitor: human PERK inhibition, primary cell-based screen | Q9NZJ5 | CHO PERK-DD fusion, SEAP luminescence translation reporter | inhibition, % at 5.6 µM | 0.17% of 220,000 active;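 active = inhibition above the mean inhibition of all tested compounds plus 3 SD, set separately per screening campaign, cut at about 2.9% in these data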;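 note: PERK kinase domain activated by AP20187 dimerizer at 100 nM; 0% = DMSO with dimerizer and 100% = rapamycin at 8.4 µM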
Cl transport mod: KCC2 (human) Cl- transport modulation | Q9H2X9 | KCC2 cells, thallium flux FluoZin-2 fluorescence | 2.2% of 190,000 active | B-score of Tl+ flux slope (higher = more flux/activation; lower = inhibition) at 10 µM | AID 1456;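 active = thallium flux slope and its plate-corrected score both differing from the plate sample mean at a set confidence after two filtering rounds, in either direction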;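 note: slope of fluorescence scaled to starting intensity during 10 to 20 s after thallium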
Target sequence (Q9H2X9 whole entry, looked up): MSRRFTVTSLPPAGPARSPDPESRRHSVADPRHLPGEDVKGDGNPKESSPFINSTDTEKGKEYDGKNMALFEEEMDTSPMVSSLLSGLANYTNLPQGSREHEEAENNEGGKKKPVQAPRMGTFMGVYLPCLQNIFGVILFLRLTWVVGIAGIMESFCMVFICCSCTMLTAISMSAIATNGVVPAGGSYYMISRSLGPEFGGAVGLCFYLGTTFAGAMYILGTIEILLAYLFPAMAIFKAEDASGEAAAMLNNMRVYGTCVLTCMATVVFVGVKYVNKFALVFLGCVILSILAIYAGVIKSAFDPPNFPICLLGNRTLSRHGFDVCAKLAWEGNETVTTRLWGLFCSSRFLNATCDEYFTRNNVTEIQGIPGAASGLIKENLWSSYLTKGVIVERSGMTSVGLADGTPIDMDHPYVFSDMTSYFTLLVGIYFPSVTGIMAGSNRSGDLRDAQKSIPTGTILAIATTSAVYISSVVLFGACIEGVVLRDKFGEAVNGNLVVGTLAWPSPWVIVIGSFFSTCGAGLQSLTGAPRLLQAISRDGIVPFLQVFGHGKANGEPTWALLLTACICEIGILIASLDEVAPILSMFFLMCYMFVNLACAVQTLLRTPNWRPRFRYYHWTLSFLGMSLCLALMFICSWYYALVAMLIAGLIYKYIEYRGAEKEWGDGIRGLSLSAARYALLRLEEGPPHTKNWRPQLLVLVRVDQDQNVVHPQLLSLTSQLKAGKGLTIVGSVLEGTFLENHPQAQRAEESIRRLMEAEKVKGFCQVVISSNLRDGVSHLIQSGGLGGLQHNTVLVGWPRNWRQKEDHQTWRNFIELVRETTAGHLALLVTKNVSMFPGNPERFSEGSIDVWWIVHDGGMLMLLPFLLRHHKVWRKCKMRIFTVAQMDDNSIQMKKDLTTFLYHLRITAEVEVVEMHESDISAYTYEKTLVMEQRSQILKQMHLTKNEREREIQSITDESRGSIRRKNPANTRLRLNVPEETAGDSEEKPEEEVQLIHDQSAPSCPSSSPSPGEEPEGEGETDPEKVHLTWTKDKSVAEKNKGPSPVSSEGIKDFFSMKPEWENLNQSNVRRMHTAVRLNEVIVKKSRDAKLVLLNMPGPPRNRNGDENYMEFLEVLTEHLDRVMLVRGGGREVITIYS
EBV gp42 block: inhibitors of Epstein-Barr virus glycoprotein 42 | Q1HVG2 | Fluorescence polarization binding assay, mP read-out | inhibition, % (tested at 21.74 µM) | 0.42% of 220,000 active | AID 1085; in the data active = inhibition above about 50%
Calpain2 inh: calpain II (pig) inhibition | purified calpain II, fluorogenic peptide substrate, 30 min | 0.37% of 220,000 active | inhibition, % at 16 µM;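 active = inhibition above about 50%, limit read from the data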
Rad51 HR inh: blocks human Rad51 in homologous recombination; hRad51 DNA strand exchange, fluorescence dequenching; inhibition, % at 10 µM; 0.085% of 200,000 active;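 active = inhibition above 40% at the single screening dose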;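 note: 0% = DMSO control wells and 100% = blanks with heterologous ssDNA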
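System: human Rad51 nucleoprotein filaments preassembled on unlabelled ssDNA. Reagent: labelled 47-mer dsDNA for strand exchange. Schedule: 30-min compound preincubation and 15-min exchange, both room temperature. Measured by: FRET fluorescence dequenching, excitation 485 nm, emission 520 nm. Read-out: Fluorescence-based percent inhibition, control- and blank-normalised. Benchmarks: plate controls and plate blanks.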
L929 necroptosis: L929 zVAD cell death inhibition; viability rescue, % at 10 µM; AID 1377; L929 zVAD necroptosis rescue, ATP luminescence, 24 h; with zVAD 60 µM; 0.38% of 220,000 active;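 active = activation, scaled between plate controls, above about 75%, limit read from the data; inactive = activation under that limit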;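 note: 0% = zVAD with DMSO and 100% = DMSO alone without zVAD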
TNF death inh: inhibitors of TNF-alpha induced necroptosis in Jurkat FADD-/- cells. 0.068% of 220,000 active. activation (protection from cell death), % at 10 µM. Jurkat FADD-/- TNF necroptosis rescue, ATP luminescence, 24 h; 0 = TNF only, 100 = no-TNF cells. AID 463075;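 active = activation, meaning protection from cell death, of at least 50% relative to plate controls; inactive = activation below 50%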;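 note: necroptosis triggered by 40 ng/mL TNF-alpha added together with compound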
Numbers without * were called inactive; [ ] = dose if it differs, or a comment. Compounds as they come; overall some 3.6% were active at least once.

Screening CCOC(=O)N1CCN(c2cc(C)c([N+](=O)[O-])cc2F)CC1 returned eIF4E 4G PPI -4, Mdm2 ligase inh 4, PERK inhibitor 0.0, Cl transport mod -0.12, EBV gp42 block 7, Calpain2 inh -5, Rad51 HR inh 9, L929 necroptosis 0.6 and TNF death inh 0.0.
For Cc1sc2nc(SCC(=O)c3cc(C)n(CC4CCCO4)c3C)n(C(C)C)c(=O)c2c1C (configuration not stated) the results were eIF4E 4G PPI -9, Mdm2 ligase inh -10, PERK inhibitor -0.4, EBV gp42 block -5, Calpain2 inh -11, Rad51 HR inh -11, L929 necroptosis 0.7 and TNF death inh 1.4.
`CN(c1ccccc1)S(=O)(=O)c1cccc(NC(=O)CSc2nnc(N)s2)c1` gave eIF4E 4G PPI 0[fluorescence artefact?], Mdm2 ligase inh -14, PERK inhibitor -0.6, Cl transport mod -0.13, EBV gp42 block -7, Calpain2 inh 27, Rad51 HR inh 1, L929 necroptosis -0.2 and TNF death inh -1.5.
Screening O=C(CS(=O)(=O)Cc1ccccc1)N1CCc2ccccc21 returned eIF4E 4G PPI -1, Mdm2 ligase inh 3, PERK inhibitor 0.9, Cl transport mod -0.3, EBV gp42 block -11, Calpain2 inh 4, Rad51 HR inh 0, L929 necroptosis -0.6 and TNF death inh -0.7.
Screening COc1cnc(SCC(=O)O)[nH]c1=O returned eIF4E 4G PPI 3, Mdm2 ligase inh -15, PERK inhibitor 0.9, EBV gp42 block -9, Calpain2 inh -4, Rad51 HR inh -2, L929 necroptosis -0.4 and TNF death inh -2.8.
`CCN(CC)C(=O)CSc1nnc(-n2nc(C)cc2C)c2ccccc12` gave eIF4E 4G PPI 3, Mdm2 ligase inh -22, PERK inhibitor -0.3, Cl transport mod 0.0027, EBV gp42 block -19, Calpain2 inh -5, Rad51 HR inh 4, L929 necroptosis 0.2 and TNF death inh 0.3.
O=C1CC(/C=C/c2ccncc2)=Nc2ccccc2N1 was read as eIF4E 4G PPI -2, Mdm2 ligase inh -20, PERK inhibitor 1.0, Cl transport mod 0.27, EBV gp42 block -3, Calpain2 inh 24, Rad51 HR inh -2, L929 necroptosis 67 and TNF death inh -1.0.
For COC(=O)c1ccc2c(c1)N(Cc1ccccc1F)C(=O)c1ccccc1S2=O (configuration not stated) the results were eIF4E 4G PPI 4, Mdm2 ligase inh -8, PERK inhibitor 0.1, Cl transport mod -0.25, EBV gp42 block 5, Calpain2 inh -9, Rad51 HR inh -1, L929 necroptosis -0.6 and TNF death inh 4.1.
CCOC(=O)c1c(NCC(C)C)c2ccccc2[nH]c1=O was read as eIF4E 4G PPI 2, Mdm2 ligase inh -11, PERK inhibitor -1.0, Cl transport mod -1.9, EBV gp42 block -1, Calpain2 inh -25, Rad51 HR inh 1, L929 necroptosis 0.2 and TNF death inh -2.9.
Screening O=C(COC(=O)c1ccncc1)Nc1cc(Cl)ccc1Cl returned eIF4E 4G PPI 0, Mdm2 ligase inh -6, PERK inhibitor -0.4, EBV gp42 block -10, Calpain2 inh -9, Rad51 HR inh -6, L929 necroptosis -0.4 and TNF death inh 0.1.
`CC(=O)c1ccc(S(=O)(=O)N2CCN(CC#N)CC2)cc1` gave eIF4E 4G PPI 2, Mdm2 ligase inh -6, PERK inhibitor 4.5*, Cl transport mod -0.53, EBV gp42 block 11, Calpain2 inh -21, L929 necroptosis 0.3 and TNF death inh 0.3.
For Cc1ccc(O)c(CNc2cccc3cccnc23)c1 the results were eIF4E 4G PPI -1, Mdm2 ligase inh -8, PERK inhibitor -0.1, Cl transport mod -1.1, EBV gp42 block 3, Calpain2 inh -9, Rad51 HR inh 15, L929 necroptosis -0.3 and TNF death inh -7.9.
C[N+]12CCCCC1C(COC(=O)c1ccc3c(c1)OCO3)CCC2 (configuration not stated) was read as eIF4E 4G PPI -1, Mdm2 ligase inh -18, PERK inhibitor 0.9, EBV gp42 block -32, Calpain2 inh -9, Rad51 HR inh 13, L929 necroptosis 0.0 and TNF death inh -0.9.
Screening CCN(CC(=O)Nc1ccc(NC(C)=O)cc1)C(=O)COc1ccc(C(=O)c2ccccc2)cc1 returned eIF4E 4G PPI 4, Mdm2 ligase inh -8, PERK inhibitor 0.8, Cl transport mod 0.073, EBV gp42 block -16, Calpain2 inh 6, Rad51 HR inh 0, L929 necroptosis 0.0 and TNF death inh 1.6.
For COc1cc2c(cc1OC)C(c1cccc([N+](=O)[O-])c1)N(C(=O)c1ccccc1C(=O)O)CC2 (configuration not stated) the results were eIF4E 4G PPI 3, Mdm2 ligase inh 3, PERK inhibitor 0.4, Cl transport mod 0.72, EBV gp42 block -23, Calpain2 inh -9, Rad51 HR inh 4, L929 necroptosis 24 and TNF death inh 1.3.
For S=C(NCc1ccco1)Nc1ccc(N2CCOCC2)cc1 the results were eIF4E 4G PPI 15[fluorescence artefact?], Mdm2 ligase inh 10, PERK inhibitor 1.3, Cl transport mod 0.096, EBV gp42 block 3, Calpain2 inh -14, Rad51 HR inh -4, L929 necroptosis 0.0 and TNF death inh 0.6.
COc1nc(C)ccc1-c1noc(-c2ccccn2)n1 was read as eIF4E 4G PPI -3[fluorescence artefact?], Mdm2 ligase inh -37, PERK inhibitor -0.3, Cl transport mod 0.25, EBV gp42 block -10, Calpain2 inh -15, Rad51 HR inh -4, L929 necroptosis -0.7 and TNF death inh -3.9.
Cn1ncn2c(=O)c3c(nc12)-c1ccccc1CC31CCCC1 was read as eIF4E 4G PPI -1, Mdm2 ligase inh -6, PERK inhibitor 1.4, Cl transport mod -0.37, EBV gp42 block -22, Calpain2 inh 0, L929 necroptosis 0.1 and TNF death inh -3.4.
CCCC(O)(c1ccc(OC)cc1)C(CN(C)C)c1ccccc1 (configuration not stated) was read as eIF4E 4G PPI -3, Mdm2 ligase inh -20, PERK inhibitor -0.3, Cl transport mod 0.3, EBV gp42 block -13, Calpain2 inh -8, Rad51 HR inh -2, L929 necroptosis -0.6 and TNF death inh 1.3.
For CCC(C)c1ccc(NC(=S)NCc2ccccc2OC)cc1 (configuration not stated) the results were eIF4E 4G PPI 0, Mdm2 ligase inh -1, PERK inhibitor 0.5, Cl transport mod -0.66, EBV gp42 block 15, Calpain2 inh 11, Rad51 HR inh 26, L929 necroptosis 36 and TNF death inh -6.0.
`S=C(Nc1ccc(Cl)cc1)N1CCN(Cc2ccccc2)CC1` gave eIF4E 4G PPI -4, Mdm2 ligase inh 5, PERK inhibitor 0.8, Cl transport mod -2.7, EBV gp42 block -1, Calpain2 inh -23, Rad51 HR inh -8, L929 necroptosis -0.7 and TNF death inh 1.5.
`O=C(CN1CC(=O)Nc2ccccc21)NCCc1ccc(Cl)cc1Cl` gave eIF4E 4G PPI -2, Mdm2 ligase inh 0, PERK inhibitor 1.4, Cl transport mod -1.6, EBV gp42 block -17, Calpain2 inh -48, Rad51 HR inh 10, L929 necroptosis -0.2 and TNF death inh 0.1.
Screening Cc1csc(NC(=O)c2c(-c3c(Cl)cccc3Cl)noc2C)n1 returned eIF4E 4G PPI -10[fluorescence artefact?], Mdm2 ligase inh -2, PERK inhibitor -1.3, Cl transport mod -2.8, EBV gp42 block -47, Calpain2 inh 0, Rad51 HR inh -4, L929 necroptosis -0.1 and TNF death inh -0.3.
Screening COc1ccccc1/C=C/C=N/NC(=O)Cc1cccs1 returned eIF4E 4G PPI -4, PERK inhibitor 1.5, Cl transport mod -0.78, EBV gp42 block -5, Calpain2 inh 10, L929 necroptosis 2.0 and TNF death inh 3.5.
For CCOC(=O)N1CCC(NC(=O)CCS(=O)(=O)c2ccc3c(c2)CCN3C(=O)CC)CC1 the results were eIF4E 4G PPI -5, Mdm2 ligase inh -17, PERK inhibitor 1.3, Cl transport mod 0.63, EBV gp42 block -10, Calpain2 inh 4, Rad51 HR inh 3, L929 necroptosis 0.5 and TNF death inh -0.2.
`CCN1CCN(Cc2nc3c(c(=O)n(C)c(=O)n3C)n2Cc2ccccc2Cl)CC1` gave eIF4E 4G PPI 2, Mdm2 ligase inh -15, PERK inhibitor 0.1, Cl transport mod 0.28, EBV gp42 block -16, Calpain2 inh 6, Rad51 HR inh 0, L929 necroptosis 0.5 and TNF death inh -0.1.
Screening CCc1nc2ccccc2n1CC(=O)N(C(C)CC)C1CCS(=O)(=O)C1 (configuration not stated) returned eIF4E 4G PPI 8, Mdm2 ligase inh 0, PERK inhibitor 0.4, EBV gp42 block -11, Calpain2 inh -3, Rad51 HR inh 2, L929 necroptosis 0.8 and TNF death inh 0.0.
Screening O=C(COc1ncnc2sccc12)Nc1ccc(F)cc1F returned eIF4E 4G PPI 3, Mdm2 ligase inh 2, PERK inhibitor -0.1, Cl transport mod 0.65, EBV gp42 block -4, Calpain2 inh -12, Rad51 HR inh 2, L929 necroptosis -0.7 and TNF death inh 20.
For Fc1ccc(N2CCN(c3ncnc4nc[nH]c34)CC2)cc1 the results were eIF4E 4G PPI 3[fluorescence artefact?], Mdm2 ligase inh -7, PERK inhibitor -0.2, Cl transport mod -0.93, EBV gp42 block -8, Calpain2 inh -5, Rad51 HR inh 1, L929 necroptosis 0.5 and TNF death inh -3.6.
For Cc1sc(NC(=O)c2ccc(OCC(C)C)cc2)c(C(N)=O)c1-c1ccc(Cl)cc1Cl the results were eIF4E 4G PPI 3, Mdm2 ligase inh -8, PERK inhibitor 0.8, Cl transport mod -0.95, EBV gp42 block -22, Calpain2 inh inactive, Rad51 HR inh -6, L929 necroptosis -0.1 and TNF death inh -4.6.
Cc1ccc(S(=O)(=O)NC(=O)c2cccn2C)cc1 was read as eIF4E 4G PPI 7, Mdm2 ligase inh -9, PERK inhibitor 1.3, Cl transport mod -0.15, EBV gp42 block 8, Calpain2 inh 20, L929 necroptosis -0.3 and TNF death inh -0.6.
O=C(Cn1ccc([N+](=O)[O-])n1)Nc1nc2ccccc2s1 was read as eIF4E 4G PPI -1, Mdm2 ligase inh -3, PERK inhibitor -0.5, Cl transport mod 0.62, EBV gp42 block 8, Calpain2 inh 9, Rad51 HR inh -3, L929 necroptosis 2.4 and TNF death inh 3.0.
CCOC(=O)C1CCCN(C(=O)c2cc(S(=O)(=O)N3CCCCC3)ccc2C)C1 (configuration not stated) was read as eIF4E 4G PPI 2, Mdm2 ligase inh -15, PERK inhibitor -1.7, Cl transport mod 0, EBV gp42 block -20, Calpain2 inh 12, Rad51 HR inh -20, L929 necroptosis 1.6 and TNF death inh 2.2.
Screening CCN(CC)S(=O)(=O)c1ccc(OC)c(NC(=S)Nc2ccc(C)c(C)c2)c1 returned eIF4E 4G PPI -3, PERK inhibitor 0.5, Cl transport mod -0.55, EBV gp42 block -11, Calpain2 inh 9, L929 necroptosis 1.0 and TNF death inh -2.7.

Pulled one by one from above:
CCCC(O)(c1ccc(OC)cc1)C(CN(C)C)c1ccccc1 (configuration not stated) was read as eIF4E 4G PPI -3, Mdm2 ligase inh -20, PERK inhibitor -0.3, Cl transport mod 0.3, EBV gp42 block -13, Calpain2 inh -8, Rad51 HR inh -2, L929 necroptosis -0.6 and TNF death inh 1.3.
`CN(c1ccccc1)S(=O)(=O)c1cccc(NC(=O)CSc2nnc(N)s2)c1` gave eIF4E 4G PPI 0[fluorescence artefact?], Mdm2 ligase inh -14, PERK inhibitor -0.6, Cl transport mod -0.13, EBV gp42 block -7, Calpain2 inh 27, Rad51 HR inh 1, L929 necroptosis -0.2 and TNF death inh -1.5.
